Bioassay records as filed in PubChem BioAssay.
OX1R antag-1: blocks the human orexin 1 receptor. AID 485270. inhibition, % at 6.6 µM. O43613. actives 1.8% (n = 330,000). OX1R-expressing cells, FRET antagonist read-out; in the data active means inhibition mostly above about 38%, no sharp cut-off; inactive means mostly below about 40%;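 further: 0% = agonist challenge alone and 100% = reference antagonist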
Target sequence (O43613 whole entry, looked up): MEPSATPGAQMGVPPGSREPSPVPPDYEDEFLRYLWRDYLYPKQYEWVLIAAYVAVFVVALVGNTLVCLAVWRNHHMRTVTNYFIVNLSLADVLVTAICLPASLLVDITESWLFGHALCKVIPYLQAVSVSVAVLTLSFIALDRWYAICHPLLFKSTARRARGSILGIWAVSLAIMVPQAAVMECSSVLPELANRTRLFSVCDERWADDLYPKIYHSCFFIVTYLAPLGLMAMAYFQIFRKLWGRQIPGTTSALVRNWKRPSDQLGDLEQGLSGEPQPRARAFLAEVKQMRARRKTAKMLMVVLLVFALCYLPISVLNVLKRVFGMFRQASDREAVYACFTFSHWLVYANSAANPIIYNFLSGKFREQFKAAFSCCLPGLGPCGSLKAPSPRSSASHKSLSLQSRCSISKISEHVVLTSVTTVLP
OX1R antag-2: human HCRTR1 antagonism. AID 434989. O43613. inhibition, % at 5 µM. actives 0.43% (n = 330,000). CHO/OX1R cells, Fluo-8 calcium fluorescence, orexin A;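 active means inhibition above its plate's threshold, mean inhibition of all tested compounds on the plate plus 3 SD, cut at about 37% in these data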;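 further: 0% = orexin A challenge wells and 100% = SB-334867-A antagonist wells; not every result past the cut was called active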
The depositor's hits bear a star.

SMILES | OX1R antag-1 | OX1R antag-2
Cc1nc(-c2ccc(C(F)(F)F)cc2)sc1C(=O)NN | 4.6 | -7.5
Fc1cccc(C2NC(=S)NC3=C2N2CCC3CC2)c1 (stereo unspecified) | 6.1 | -10.2
CCOC(=O)c1sc(NC(=O)C(CC)OC(=O)c2ccco2)nc1C (stereo unspecified) | 37.8 | -1.6
Cc1cc(C)nc(NS(=O)(=O)c2ccc(Br)cc2)n1 | 12.2 | -11.0
COc1ccc(NC(=O)Cn2nnc(C(=O)NCc3ccccc3)c2N)c(OC)c1 | 18.7 | -9.1
COc1cc(/C=C(\CC(=O)O)c2nc3ccccc3s2)cc(OC)c1O | 18.3 | -18.9
CN(Cc1ccccc1)Cc1nc2c(c(=O)n(C)c(=O)n2C)n1Cc1ccc(Cl)cc1 | 9.5 | -36.9
CCC(C)(C)NC(=O)C(c1cccc(OC)c1)N(C(=O)c1ccn[nH]1)c1cccc(OC)c1 (stereo unspecified) | 23.5 | -17.1
CC(/C=N/N1CCN(Cc2ccccc2)CC1)=C\c1ccccc1 | 19.5 | -22.6
COc1ccccc1CNC(=O)C(c1ccccc1)c1ccccc1 | 7.2 | -8.2

Some of the entries so far, with values under each structure:
Order of values: OX1R antag-1 | OX1R antag-2
> Cc1cc(C)nc(NS(=O)(=O)c2ccc(Br)cc2)n1
  12.2 | -11.0
> COc1ccc(NC(=O)Cn2nnc(C(=O)NCc3ccccc3)c2N)c(OC)c1
  18.7 | -9.1

The list goes on.
SMILES | OX1R antag-1 | OX1R antag-2
O=C(O)/C=C\C(=O)Nc1ccc(F)c(F)c1F | 7.9 | -0.6
CN(C)S(=O)(=O)c1ccc(C(=O)Nc2nc(-c3cccs3)cs2)cc1 | 23.2 | 5.5
CC(=O)c1ccc(NC(=O)COC(=O)CCN2C(=O)c3cccc([N+](=O)[O-])c3C2=O)cc1 | 7.8 | -30.4
Nc1nc(Nc2ccccc2)n[nH]1 | -17.4 | -9.9
CC(=O)N1CCCc2cc(S(=O)(=O)NC(C(=O)NCc3ccc(C)cc3)C(C)C)ccc21 (stereo unspecified) | 20.8 | -61.8
O=C(CSc1ncccn1)N/N=C/c1cccc(OC2CSC2)c1 | 16.1 | -22.5
CCc1ccc(-c2nc(CN3CCC(C(=O)NCc4ccc(F)cc4)CC3)c(C)o2)cc1 | 0.1 | -21.7
CCCc1[nH]n(-c2ccc([N+](=O)[O-])cc2)c(=O)c1C=NCCN1CCNCC1 | 17.8 | -3.5
O=C1N/C(=N\N=C\c2ccco2)SC1Cc1ccccc1[N+](=O)[O-] (stereo unspecified) | 36.4 | -19.5
Cc1ccc(NC2=C/C(=N\S(=O)(=O)c3cccs3)c3ccccc3C2=O)c(C)c1 | 61.5 | -21.8
O=C(COc1ccccc1)NCC(=O)NC1CCCCC1 | 16.7 | -16.3
O=C(CCC(=O)N1CCSc2ccccc21)NCc1cccc(Cl)c1 | 13.0 | -31.1
CCNc1ccccc(-c2ccc3ccccc3n2)c1=O | 18.5 | -24.2
COc1ccc(CCNC(=O)c2c(O)c3ccccc3[nH]c2=O)cc1 | 17.8 | -20.1
O=C(N/N=C/c1ccc(-c2ccc([N+](=O)[O-])cc2)o1)[C@H]1C[C@@H]1c1ccccc1 | 14.7 | -7.2
N#Cc1c(-c2cccnc2)c2c([nH]c1=S)CCCC2 | 13.2 | -30.3
Cc1ccc(-c2nnc(SCC#N)n2N)cc1 | -5.2 | 4.0
OCC1(Cc2ccccc2F)CCCN(CC2CCCCC2)C1 (stereo unspecified) | 15.2 | -32.2
COc1ccc(/C=N/NC(=O)CCN2CCN(c3ccccc3)CC2)c(OC)c1OC | 17.5 | -31.9
CCCn1c(=O)c2ccccc2n2c(SCC(=O)NCc3cccs3)nnc12 | 22.0 | -36.1
Cc1ccc(C)c(SCC(=O)Nc2cccnc2Cl)c1 | 18.4 | -33.2
O=c1c(-c2ccc(Cl)cc2)c[nH]n1-c1ccccc1 | 24.5 | -18.8
CCOc1ccc(C(=O)Nc2nnn(CC)n2)cc1 | 7.8 | -8.8
COc1ccc(CNC(=O)C(=O)c2cn(CC(=O)N3CCCC3)c3ccccc23)cc1 | 21.4 | -43.3
O=c1c([N+](=O)[O-])c(O)c2cccc3c2n1CCC3 | 6.8 | -7.7
CCOC(=O)CN1C(=O)CC(c2ccccc2)C1=O (stereo unspecified) | 14.5 | 3.7
CCOC(=O)c1ccc(NC(=O)c2ccnn2C)cc1 | 6.3 | -8.1
CCOc1ccccc1Nc1nc(N)nc(CSc2nncn2C)n1 | 3.6 | -8.3
CCC(=O)Nc1ccc2c(c1)ncn2-c1ccc(C)cc1 | 23.4 | -0.5
CCCn1c(N)c(N(CCOC)C(=O)c2ccccc2)c(=O)[nH]c1=O | 4.2 | -1.1
N#CC1=C(N)OC2=C(C(=O)CC(c3ccco3)C2)C1c1ccc(OCc2c(F)cccc2Cl)cc1 (stereo unspecified) | 25.2 | -19.1
COc1ccc(NC(=O)C(=O)NCCC2CCCCN2S(=O)(=O)c2cccs2)cc1 (stereo unspecified) | 22.1 | -24.1
Cc1onc(-c2ccc(Cl)cc2)c1-c1ccnc(SCC(=O)Nc2ccc(C(C)C)cc2)n1 | 13.9 | -31.4
N#CCC(=O)Nc1ccc(C(=O)OCC(=O)NC2CCCCCC2)cc1 | -0.2 | 2.6
CCc1nc2ccc(C(=O)NCc3ccc(C)o3)cc2nc1CC | 21.0 | -28.8
O=C(CNCCO)N1N=C(c2cccs2)CC1c1cccs1 (stereo unspecified) | 24.2 | -20.8
Cc1cnc(NC(=O)CSc2nnc(-c3ccncc3)n2C2CCCCC2)s1 | 12.0 | -16.1
Cn1c(CO)cnc1SCc1c(Cl)cccc1Cl | 10.4 | 1.4
Cc1ccc(C(=O)NCc2ccc(N3CCN(C(=O)OC(C)(C)C)CC3)cc2)cc1 | 7.8 | -19.5
CC1CCCN(S(=O)(=O)c2ccc(S(=O)(=O)NC(C)c3cccs3)cc2)C1 (stereo unspecified) | 11.4 | -8.6
O=c1[nH]c(Cc2cccc(C(F)(F)F)c2)nc2ccccc12 | 11.4 | -33.4
O=C(Nc1ccc(N2CCOCC2)cc1)C1CCCN(S(=O)(=O)c2ccccc2)C1 (stereo unspecified) | 13.7 | -3.9
O=C(O)c1ccc(Nc2c3ccccc3nc3ccccc23)cc1 | 5.2 | -11.8
Cc1cc(Br)ccc1NC(=O)CNC(=O)COc1ccccc1C | -0.8 | -8.6
Cc1cc(C(=O)Cn2nc(C(=O)O)c3ccccc3c2=O)c(C)n1CC(F)(F)F | 12.6 | -18.8
O=C(c1cnn(C(=O)c2ccc(O)cc2)c1)c1ccccc1O | -0.2 | -2.1
C/C=C/C(=O)Nc1ccccc1Br | 8.7 | -20.6
COc1cccc(NC(=O)CN(C)C(=O)CC2CC3CCC2C3)c1 (stereo unspecified) | 13.1 | -12.7
O=C(CN1c2cccc3cccc(c23)S1(=O)=O)NCCc1ccc(F)cc1 | 10.3 | -19.9
O=C(Nc1cc(Br)ccc1O)c1cnn2c(C(F)F)cc(C3CC3)nc12 | 19.3 | -14.4
More compounds.
SMILES | OX1R antag-1 | OX1R antag-2
CN(Cc1ccc(-n2cccn2)cc1)Cc1cn(C)nc1-c1ccccc1F | 8.0 | -23.5
O=C(NCCC1=CCCCC1)c1ccc(Cl)cc1 | 36.0 | -30.3
Cc1ccc(-c2nc3ncccn3c2Nc2ccc3c(c2)OCCO3)cc1 | 30.7 | -42.5
O=C(Cn1cc([N+](=O)[O-])cn1)Nc1ccccn1 | 10.9 | -3.3
C=CCNC(=O)NC(=O)CSc1nnc(C(F)(F)F)n1C | 30.0 | -1.5
Cc1nc2ccc(-c3nc4cc(N)ccc4o3)cc2[nH]1 | 71.9 | -0.6
C/C(=N/Nc1cc(-c2ccccc2)nc(-c2ccccc2)n1)c1ccc(O)cc1 | 12.8 | -13.9
N#Cc1c(NC(=O)COC(=O)c2ccc(O)cc2O)sc2c1CCC2 | -2.2 | 3.2
Cc1ccccc1C(=O)NCC(=O)OC1CCCCC1=O (stereo unspecified) | 4.8 | -9.2
Cc1ccccc1C1c2[nH]c3ccccc3c2CCN1C(=O)c1ccc(=O)n(C)n1 (stereo unspecified) | 14.6 | 13.7

Exported as comma-separated lines: entries from further up
Structure,OX1R antag-1,OX1R antag-2
O=C(CNCCO)N1N=C(c2cccs2)CC1c1cccs1 (stereo unspecified),24.2,-20.8
Cc1cnc(NC(=O)CSc2nnc(-c3ccncc3)n2C2CCCCC2)s1,12.0,-16.1
Cn1c(CO)cnc1SCc1c(Cl)cccc1Cl,10.4,1.4
Cc1ccc(C(=O)NCc2ccc(N3CCN(C(=O)OC(C)(C)C)CC3)cc2)cc1,7.8,-19.5
CC1CCCN(S(=O)(=O)c2ccc(S(=O)(=O)NC(C)c3cccs3)cc2)C1 (stereo unspecified),11.4,-8.6
O=c1[nH]c(Cc2cccc(C(F)(F)F)c2)nc2ccccc12,11.4,-33.4
O=C(Nc1ccc(N2CCOCC2)cc1)C1CCCN(S(=O)(=O)c2ccccc2)C1 (stereo unspecified),13.7,-3.9
O=C(O)c1ccc(Nc2c3ccccc3nc3ccccc23)cc1,5.2,-11.8
Cc1cc(Br)ccc1NC(=O)CNC(=O)COc1ccccc1C,-0.8,-8.6
Cc1cc(C(=O)Cn2nc(C(=O)O)c3ccccc3c2=O)c(C)n1CC(F)(F)F,12.6,-18.8
O=C(c1cnn(C(=O)c2ccc(O)cc2)c1)c1ccccc1O,-0.2,-2.1
C/C=C/C(=O)Nc1ccccc1Br,8.7,-20.6
COc1cccc(NC(=O)CN(C)C(=O)CC2CC3CCC2C3)c1 (stereo unspecified),13.1,-12.7
O=C(CN1c2cccc3cccc(c23)S1(=O)=O)NCCc1ccc(F)cc1,10.3,-19.9
O=C(Nc1cc(Br)ccc1O)c1cnn2c(C(F)F)cc(C3CC3)nc12,19.3,-14.4
CN(Cc1ccc(-n2cccn2)cc1)Cc1cn(C)nc1-c1ccccc1F,8.0,-23.5
O=C(NCCC1=CCCCC1)c1ccc(Cl)cc1,36.0,-30.3
Cc1ccc(-c2nc3ncccn3c2Nc2ccc3c(c2)OCCO3)cc1,30.7,-42.5
O=C(Cn1cc([N+](=O)[O-])cn1)Nc1ccccn1,10.9,-3.3
C=CCNC(=O)NC(=O)CSc1nnc(C(F)(F)F)n1C,30.0,-1.5
Cc1nc2ccc(-c3nc4cc(N)ccc4o3)cc2[nH]1,71.9,-0.6
C/C(=N/Nc1cc(-c2ccccc2)nc(-c2ccccc2)n1)c1ccc(O)cc1,12.8,-13.9
N#Cc1c(NC(=O)COC(=O)c2ccc(O)cc2O)sc2c1CCC2,-2.2,3.2
Cc1ccccc1C(=O)NCC(=O)OC1CCCCC1=O (stereo unspecified),4.8,-9.2
Cc1ccccc1C1c2[nH]c3ccccc3c2CCN1C(=O)c1ccc(=O)n(C)n1 (stereo unspecified),14.6,13.7

(more compounds)
SMILES | OX1R antag-1 | OX1R antag-2
COc1cc(C(=O)NCC(=O)NCC2COc3ccccc3O2)cc(OC)c1OC (stereo unspecified) | 6.1 | -4.9
CC(OC(=O)C(C)N1C(=O)C2C3C=CC(C4CC34)C2C1=O)C(=O)c1ccccc1 (stereo unspecified) | 6.9 | -18.1
CC(=O)NNc1nc(-c2ccccc2)c2cc(Br)ccc2n1 | 0.6 | -18.0
CCCC1(CCC)NC(=O)N(CC(=O)N2CCN(C(=O)c3ccco3)CC2)C1=O | 10.7 | -5.0
COc1ccc(-n2cnnc2SCC(=O)NC2CCS(=O)(=O)C2)cc1 (stereo unspecified) | -0.3 | 0.2
CCC(C)c1ccc(NC(=O)COC(=O)C2CCCC2)cc1 (stereo unspecified) | 5.2 | -9.2
COc1ccc([C@H]2CC(=O)C=C(c3cccc(Cl)c3)C2)cc1OC | -1.9 | -10.5
Cc1cc(C)c(C)c(S(=O)(=O)Nc2ccc(OCC(=O)O)cc2)c1C | 12.3 | -14.5
Cc1onc(-c2ccccc2Cl)c1C(=O)N1CCOC12CCCCC2 | 43.4 | -24.2
COc1ccc(CC(=O)N/N=C(\C)CC(=O)Nc2cccc(F)c2)cc1 | 29.6 | -24.2
Cc1cc(C)nc(SC2CCCCC2NS(=O)(=O)c2ccccc2)n1 (stereo unspecified) | 5.7 | -16.7
Cc1cccc(C)c1N(CC(=O)N1CCOCC1)S(C)(=O)=O | 9.6 | -3.9
C[C@@]12CCC[C@H](O1)[C@@H]([C@H](O)c1ccccc1)O2 | 7.0 | -6.6
CCn1c(Cc2cccc3ccccc23)nnc1SCC(=O)Nc1nccs1 | 70.8* | 22.7
O=C(COC(=O)C1CC2C=CC1C2)NCc1ccccc1Cl (stereo unspecified) | 16.4 | -23.3
CC(C)CCSc1nc(N2CCOCC2)c2c(c1C#N)CC(C)(C)OC2 | 16.4 | -41.4
COc1ccccc1NC(=O)COC(=O)c1ccc(S(=O)(=O)NCc2ccco2)cc1 | 17.7 | 2.8
NC(=O)c1c(NC(=O)C2CCCO2)sc2c1CCCC2 (stereo unspecified) | 33.5 | -11.0
CSc1nsc(SC)c1C(=O)Nc1ccc(C(C)(C)C)cc1 | 3.4 | -32.2
Cc1ccc(NC(=O)CN2C(=O)NC3(CCCc4ccccc43)C2=O)c(Cl)c1 (stereo unspecified) | 9.2 | -4.2
O=C(NCCc1ccc(F)cc1)C(=O)NCC1CCCN1S(=O)(=O)c1cccs1 (stereo unspecified) | 68.7* | 16.2
CC(C)CC(c1nnnn1Cc1ccco1)N1CCN(C2CCCC2)CC1 (stereo unspecified) | -0.9 | -16.9
O=C(CSc1ccc2c(c1)OCCO2)N1CCN(c2ccccc2)CC1 | 10.9 | -25.7
Cc1cc(C)n2nc(C(=O)OC(C)C(=O)c3cc(C)c(C)cc3C)nc2n1 (stereo unspecified) | 9.4 | -29.6
Cc1ccc(-c2nn(-c3ccccc3)cc2C(=O)Nc2cccc(S(=O)(=O)N3CCOCC3)c2)cc1 | 16.6 | -5.3
Cc1nccn1-c1c2c(c(C#N)c3nc4ccccc4n13)CCC2 | 17.4 | -21.3
CCCOC(c1ccccc1)(c1ccccc1)C(Oc1nc(C)cc(C)n1)C(=O)O (stereo unspecified) | -2.5 | -18.9
C=C(Br)Cn1cnc2ccccc21 | 9.8 | -21.1
